From PubChem BioAssay
GLP-1R inv ag = acts as inverse agonist at human GLP-1 receptor; P43220; HEK293 GLP-1R CRE-luciferase, luminescence, 24 h; GLP-1R form is constitutively active; Potency, µM (highest dose often 38.3 µM), without a hit: at the highest dose activity change, negative = inhibition, hits mostly inhibitors; 1.6% of 410,000 active; AID 624417; note: % is set by controls: 0 for no effect and ±100 for the full control effect; nearly all actives have a fitted effect of over 55% in size
Target sequence (P43220 whole entry, looked up): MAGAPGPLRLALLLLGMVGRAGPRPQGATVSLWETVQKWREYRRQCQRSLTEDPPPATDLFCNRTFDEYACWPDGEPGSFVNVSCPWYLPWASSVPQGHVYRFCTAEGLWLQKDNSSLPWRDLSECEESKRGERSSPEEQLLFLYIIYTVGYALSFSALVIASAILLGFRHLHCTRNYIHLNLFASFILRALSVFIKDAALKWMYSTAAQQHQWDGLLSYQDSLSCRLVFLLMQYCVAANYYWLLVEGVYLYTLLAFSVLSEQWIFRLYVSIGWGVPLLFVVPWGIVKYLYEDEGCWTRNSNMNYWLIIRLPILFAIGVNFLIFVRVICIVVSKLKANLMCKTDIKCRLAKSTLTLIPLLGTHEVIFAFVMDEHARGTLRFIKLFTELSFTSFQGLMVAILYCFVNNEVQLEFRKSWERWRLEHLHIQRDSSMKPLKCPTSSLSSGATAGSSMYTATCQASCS
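Luminescence readout: a drop in cAMP-driven luciferase signal flags inverse agonism at a constitutively active GLP-1R stably expressed in HEK293. Compound exposure lasted 24 hr at 37 deg C, 5% CO2.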
HT1080NT lethal = kills 2HG-producing HT-1080-NT fibrosarcoma cells; HT-1080-NT fibrosarcoma viability, CellTiter-Glo ATP luminescence, 48 h; 1.6% of 360,000 active; Potency, µM (doses to about 46.1 µM), for the others: at the top dose activity, negative = less viability, usual class: cytotoxic;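 note: NT is the 2HG producing partner of a matched IDH1 knockdown line; 0% = DMSO-treated cells and -100% = media-only wells without cells; nearly all actives have a fitted effect of over 55% in size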
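Compounds were tested in concentration-response format on HT-1080-NT cells for 48 hours at 37 degrees C. Cell viability came from CellTiter-Glo luminescence; curves were classified by r2, response magnitude and activity.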
SW480 rerep = inducers of DNA re-replication in SW480 colon cancer cells; SW480 DNA re-replication, Hoechst DNA content imaging, 48 h; Potency, µM (doses to about 46.1 µM), without a hit: at the top dose re-replication activation, most hits filed as activators; 1.8% of 340,000 active; AID 624297; note: % of control where 0% means no effect; nearly all actives have a fitted effect of over 55% in size
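Readout is total intensity of Hoechst-stained nuclei, excited at 405 nm and collected at 500-530 nm. Compound treatment lasted 48 hr at 37 C in 5% CO2 before staining.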
KB-V1 MDR tox = KB-V1 MDR subline cytotoxicity. KB-V1 MDR cells viability, CellTiter-Glo, 72 h. 3.4% of 400,000 active. Potency, µM (highest dose often 46.1 µM), without a hit: top-dose activity change, negative = cytotoxicity, hits mostly cytotoxic; note: % is set by controls: 0 for no effect and ±100 for the full control effect; nearly all actives have a fitted effect of over 60% in size
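In this primary screen, KB-V1 cells overexpressing P-gp are incubated with library compounds (lowest to highest concentration) for 72 h at 37 degrees C before a luminescent ATP viability read.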
TDP43 rescue = TDP-43 toxicity inhibition in yeast | TDP-43 expressing yeast growth rescue, BacTiter-Glo, 24 h | Potency, µM (series often up to 46.1 µM), inactives show at the highest dose growth rescue (activation), hits mostly activators | 1.8% of 410,000 active | AID 652104; note: % of control where 0% means no effect; nearly all actives have a fitted effect of over 50% in size
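Readout is BacTiter-Glo luminescence of cell growth, so inhibitors register as activators. TDP-43-expressing yeast at OD600=0.02 in galactose medium, after raffinose pregrowth to mid-log, were incubated with compound for 24 hr at 30 deg C.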
KB-3-1 cytotox = kills parental KB-3-1 adenocarcinoma cells. KB-3-1 viability, CellTiter-Glo ATP luminescence, 72 h. Potency, µM (doses to about 46.1 µM), inactives show top-dose activity change, negative = cytotoxic, usual class: cytotoxic. 1.4% of 400,000 active. AID 1347075; note: % is set by controls: 0 for no effect and ±100 for the full control effect; nearly all actives have a fitted effect of over 60% in size
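Here the drug-naive KB-3-1 line serves as comparator for MDR sub-line selectivity; cells received compound titrations, 72 h at 37 °C, then CellTiter-Glo readout.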
HT1080 IDH1KD tx = HT-1080 IDH1 knockdown cell toxicity (counter line) | HT-1080 IDH1 knockdown viability, ATP luminescence, 48 h | 2% of 360,000 active | AID 686971 | Potency, µM (series often up to 46.1 µM), for inactives: top-dose activity, negative = toxicity, actives largely listed as cytotoxic;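 note: 0% = DMSO wells and -100% = cell-free medium wells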
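Assay cells: HT-1080 with IDH1 knockdown, 750 per well, RPMI/5% FBS. Exposure: 48 h at 37 °C following 2 h pre-incubation. Read: CellTiter-Glo luminescence; fitted concentration-response, curve class assigned.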
GLP1R ag = agonists of human GLP-1 receptor | P43220 | HEK293 GLP-1R CRE-luciferase, luminescence, 4-6 h; cells express a hypersensitive GLP-1R form | Potency, µM (highest dose often 45.6 µM), without a hit: at the top dose activation, most hits filed as activators | 0.007% of 380,000 active; note: % of control where 0% means no effect
HEK293 tox = cytotoxicity in counter-screen for GLP-1R inverse agonists; 0.13% of 410,000 active; HEK293 cAMP-luciferase reporter cells, luminescence, 24 h; AID 624418; Potency, µM (titrated, usually from 38.3 µM), for the others: at the highest dose activity change, negative = inhibition, usual class: inhibitors;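 note: loss of luciferase light is scored as toxicity; % is set by controls: 0 for no effect and ±100 for the full control effect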
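Step one: seed cells (200 cells/uL, DMEM with 10% Nu serum, 1% pen-strep). Step two: 12-hour incubation at 37 deg C. Step three: pin 23 nL compound, incubate 24 hr. Step four: add luciferase reagent, read luminescence 12 min later.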
Starred values were filed as active, the others as inactive; [ ] = remark or other dose. Calls come from the whole dose curve; as a rule, active = well fitted curve in the direction sought with a large enough effect; inconclusive = small, poorly fitted or top-dose-only effect, or another doubt; inactive = no such curve, though single readings can be large; an effect the other way counts as inactive or inconclusive. Potency is the fitted concentration of half-maximal effect. Random draw from the library; any-hit rate near 9.4%.

COCCCNC(=O)c1c(N)n(-c2ccc(S(N)(=O)=O)cc2)c2nc3ccccc3nc12 was read as GLP-1R inv ag -2%, HT1080NT lethal -24%, SW480 rerep 9.2µM*, KB-V1 MDR tox -3%, TDP43 rescue 13%, KB-3-1 cytotox 7%, HT1080 IDH1KD tx inconclusive, GLP1R ag -1% and HEK293 tox 255%[activator].
For O=C(c1ccc(-c2cccc(C(F)(F)F)c2)o1)N1CCOCC1 the results were GLP-1R inv ag 4%, HT1080NT lethal -6%, SW480 rerep 2%, KB-V1 MDR tox -3%, TDP43 rescue 14%, KB-3-1 cytotox 8%, HT1080 IDH1KD tx -5%, GLP1R ag inconclusive and HEK293 tox -2%.
CC(=O)c1sc(NC(=O)COc2ccc(Cl)cc2Cl)nc1C was read as GLP-1R inv ag 13%, HT1080NT lethal 12%, SW480 rerep -48%[inhibitor], KB-V1 MDR tox -2%, TDP43 rescue 6%, KB-3-1 cytotox 1%, HT1080 IDH1KD tx 10%, GLP1R ag 22% and HEK293 tox -14%.
Nc1ncc(-n2cncn2)c(-c2ccc(Cl)cc2)n1 was read as GLP-1R inv ag 55%[activator], HT1080NT lethal -3%, SW480 rerep -4%, KB-V1 MDR tox -2%, TDP43 rescue -7%, KB-3-1 cytotox -11%, HT1080 IDH1KD tx -10%, GLP1R ag 6% and HEK293 tox 0%.
`CCSc1nc2c(c(=O)n1CC)SC(C)C2` (centres undefined) gave GLP-1R inv ag 75%[activator], HT1080NT lethal 11%, SW480 rerep 23%, KB-V1 MDR tox -14%, TDP43 rescue 2%, KB-3-1 cytotox 5%, HT1080 IDH1KD tx 0%, GLP1R ag 11% and HEK293 tox -10%.
Screening CCOC(=O)Nc1ccc2c(c1)C(=NNC(=S)NC)c1ccccc1-2 returned GLP-1R inv ag inconclusive, HT1080NT lethal -29%, KB-V1 MDR tox inconclusive, TDP43 rescue 25µM*, KB-3-1 cytotox inconclusive, HT1080 IDH1KD tx inconclusive, GLP1R ag 2% and HEK293 tox inconclusive.
For Cc1nn(C)c(Cl)c1S(=O)(=O)N1CCC(CO)(CCc2ccccc2)CC1 the results were GLP-1R inv ag -21%, HT1080NT lethal -13%, SW480 rerep -6%, KB-V1 MDR tox 23µM*, TDP43 rescue 17%, KB-3-1 cytotox inconclusive, HT1080 IDH1KD tx inconclusive, GLP1R ag 11% and HEK293 tox 5%.
Screening Cc1cccc(C2c3[nH]c4ccccc4c3CCN2C(=O)c2ccc(=O)[nH]c2)n1 (centres undefined) returned GLP-1R inv ag -5%, HT1080NT lethal -2%, SW480 rerep inconclusive, KB-V1 MDR tox 8%, TDP43 rescue 5%, KB-3-1 cytotox 5%, HT1080 IDH1KD tx -4%, GLP1R ag 8% and HEK293 tox -3%.
O=C(Nc1cccc(S(=O)(=O)N2CCOCC2)c1)C1CCCN(C(=O)c2ccc(Cl)cc2)C1 (centres undefined) was read as GLP-1R inv ag inconclusive, HT1080NT lethal -6%, SW480 rerep -27%, KB-V1 MDR tox -25%, TDP43 rescue -15%, KB-3-1 cytotox 0%, HT1080 IDH1KD tx -21%, GLP1R ag 10% and HEK293 tox 0%.
Cc1cc(C)cc(NC(=O)N2CCNC(=O)C2CC(=O)Nc2cc(Cl)ccc2Cl)c1 (centres undefined) was read as GLP-1R inv ag inconclusive, HT1080NT lethal -2%, SW480 rerep 1%, KB-V1 MDR tox -2%, TDP43 rescue 16%, KB-3-1 cytotox 14%, HT1080 IDH1KD tx 6%, GLP1R ag 5% and HEK293 tox -13%.
`O=C(N1CCCCCC1)N1CCN(S(=O)(=O)c2cccc([N+](=O)[O-])c2)CC1` gave GLP-1R inv ag inconclusive, HT1080NT lethal -1%, SW480 rerep -1%, KB-V1 MDR tox inconclusive, TDP43 rescue 5%, KB-3-1 cytotox -2%, HT1080 IDH1KD tx -6%, GLP1R ag 6% and HEK293 tox -21%.
For Cc1ccc(-c2nn(-c3ccccn3)c(=O)c3ccccc23)cc1C the results were GLP-1R inv ag 10µM*, HT1080NT lethal -2%, SW480 rerep 13%, KB-V1 MDR tox 5%, TDP43 rescue 17%, KB-3-1 cytotox -3%, HT1080 IDH1KD tx -15%, GLP1R ag 11% and HEK293 tox -8%.
`O=C(Cc1cscn1)c1ccc(O)cc1O` gave GLP-1R inv ag 10%, HT1080NT lethal 3%, SW480 rerep 2%, KB-V1 MDR tox 2%, TDP43 rescue -5%, KB-3-1 cytotox -7%, HT1080 IDH1KD tx 5%, GLP1R ag 5% and HEK293 tox -1%.
`Cc1ccc(S(=O)(=O)N2CCC(C(=O)Nc3ccc(S(=O)(=O)N4CCCC4)cc3)CC2)cc1` gave GLP-1R inv ag inconclusive, HT1080NT lethal -11%, SW480 rerep inconclusive, KB-V1 MDR tox -12%, TDP43 rescue 4%, KB-3-1 cytotox -23%, HT1080 IDH1KD tx -22%, GLP1R ag 7% and HEK293 tox -1%.
COC(=O)COc1ccc2c(=O)c(Oc3ccccc3)c(C)oc2c1 was read as GLP-1R inv ag 5%, HT1080NT lethal -1%, SW480 rerep -7%, KB-V1 MDR tox 12%, TDP43 rescue 5%, KB-3-1 cytotox 4%, HT1080 IDH1KD tx -2%, GLP1R ag -2% and HEK293 tox 2%.
Nc1nc2c(nc(SCc3ccccc3Br)n2C2OC(CO)C(O)C2O)c(=O)[nH]1 (centres undefined) was read as GLP-1R inv ag 5%, HT1080NT lethal 3%, SW480 rerep -2%, KB-V1 MDR tox 15%, TDP43 rescue -19%, KB-3-1 cytotox 5%, HT1080 IDH1KD tx 20%, GLP1R ag 3% and HEK293 tox -1%.
`COCCNC(=O)/C(C#N)=C1\N=C(NC(=O)c2ccco2)c2ccccc21` gave GLP-1R inv ag 52%[activator], HT1080NT lethal 15%, KB-V1 MDR tox 3%, TDP43 rescue 2%, KB-3-1 cytotox -6%, HT1080 IDH1KD tx 8%, GLP1R ag -8% and HEK293 tox -1%.
COC(=O)c1ccc(CN(c2ccc(OC)cc2)S(=O)(=O)c2ccccc2)cc1 was read as GLP-1R inv ag -15%, HT1080NT lethal -16%, SW480 rerep inconclusive, KB-V1 MDR tox 0%, TDP43 rescue -15%, KB-3-1 cytotox -4%, HT1080 IDH1KD tx -11%, GLP1R ag 0% and HEK293 tox 9%.
For CN(CC(=O)Nc1ccc(F)cc1)C(=O)CN1C(=O)NC2(CCCCC2)C1=O the results were GLP-1R inv ag 2%, HT1080NT lethal 13%, SW480 rerep 2%, KB-V1 MDR tox 22%, TDP43 rescue 3%, KB-3-1 cytotox 9%, HT1080 IDH1KD tx -1%, GLP1R ag 0% and HEK293 tox -1%.
Screening CCS(=O)(=O)c1ccc(C(=O)Nc2cccc(Cl)c2)c(Cl)c1Cl returned GLP-1R inv ag inconclusive, HT1080NT lethal -12%, SW480 rerep 1%, KB-V1 MDR tox -9%, TDP43 rescue 20%, KB-3-1 cytotox 0%, HT1080 IDH1KD tx -19%, GLP1R ag -24% and HEK293 tox -6%.
CCOCCCNC(=O)C(c1ccc(C)cc1)N(Cc1cccs1)C(=O)c1ccccn1 (centres undefined) was read as GLP-1R inv ag -17%, HT1080NT lethal 16%, SW480 rerep 122%, KB-V1 MDR tox inconclusive, TDP43 rescue -16%, KB-3-1 cytotox -1%, HT1080 IDH1KD tx 6%, GLP1R ag 1% and HEK293 tox -6%.
For COCC1CCCCN1C(=O)c1cccc(OC2CCN(C(=O)C3CC3)CC2)c1 (centres undefined) the results were GLP-1R inv ag 20%, HT1080NT lethal 4%, SW480 rerep -4%, KB-V1 MDR tox inconclusive, TDP43 rescue -2%, KB-3-1 cytotox -4%, HT1080 IDH1KD tx 5%, GLP1R ag 8% and HEK293 tox 2%.
`O=C(NN1C(=O)/C(=C/c2cccs2)SC1=S)c1cccnc1` gave GLP-1R inv ag 6%, HT1080NT lethal -2%, SW480 rerep -16%, KB-V1 MDR tox 1%, TDP43 rescue 10%, KB-3-1 cytotox 11%, HT1080 IDH1KD tx -2%, GLP1R ag -2% and HEK293 tox -23%.
`O=C(NC(NC(=S)Nc1ccccc1C(=O)O)C(Cl)(Cl)Cl)c1ccco1` (centres undefined) gave GLP-1R inv ag 0%, HT1080NT lethal -3%, SW480 rerep inconclusive, KB-V1 MDR tox -3%, TDP43 rescue 7%, KB-3-1 cytotox 20%, HT1080 IDH1KD tx -1%, GLP1R ag -2% and HEK293 tox 61%.
`COCCCNc1nc(N)c([N+](=O)[O-])c(NC2CCCCC2)n1` gave GLP-1R inv ag 12%, HT1080NT lethal 6%, SW480 rerep inconclusive, KB-V1 MDR tox -15%, TDP43 rescue 25%, KB-3-1 cytotox -1%, HT1080 IDH1KD tx -12%, GLP1R ag 25% and HEK293 tox -9%.
COc1ccc(S(=O)(=O)NCc2cccnc2)cc1Br was read as GLP-1R inv ag -6%, HT1080NT lethal 0%, SW480 rerep 2%, KB-V1 MDR tox 5%, TDP43 rescue 8%, KB-3-1 cytotox -16%, HT1080 IDH1KD tx 16µM*, GLP1R ag -1% and HEK293 tox -10%.
`CCCCC(=O)Nc1ccc(C(=O)NNC(=S)NC(=O)c2ccco2)cc1` gave GLP-1R inv ag -8%, HT1080NT lethal -11%, SW480 rerep -1%, KB-V1 MDR tox -16%, TDP43 rescue 20%, KB-3-1 cytotox 1%, HT1080 IDH1KD tx -14%, GLP1R ag -2% and HEK293 tox -25%.
